Salmonella PhoP GFP: inhibitors of PhoP regulon expression, primary screen, Salmonella Typhimurium, GFP reporter (AID 1863). S. Typhimurium PhoP-regulated promoter GFP reporter, 4 h; higher % means a stronger effect. one-dose inhibition, % at 50 µM; IC50 in µM for titrated hits. hit rate 0.16% among 300,000;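 active means inhibition over 29.93%, a cutoff 3 SD above the screen mean, later confirmed by dose response; inconclusive means inhibition over 29.93% but no dose response follow-up; inactive means inhibition at most 29.93% or unconfirmed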;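 further: 0% = low Mg2+ inducing control and 100% = high Mg2+ repressing control; strong numbers were not always called active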
HEK293 NOD2/NF-kB: inhibition of NOD2-driven NF-kB reporter – cell-based, luminescence, uHTS, HEK293 (AID 1566); HEK293 NOD2/NF-kB luciferase reporter, luminescence; higher % means a stronger effect; inhibition, % at 4 µM; hits with a dose series show EC50 in µM; hit rate 0.63% among 290,000; further: many of its hits are not listed in these tables
SIAH1 antagonists: Siah-1 peptide-binding antagonists, primary screen, biochemical, fluorescence polarization, rhodamine-plectin, uHTS (AID 1817); Siah-1 / rhodamine-plectin peptide fluorescence polarization; higher % means a stronger effect; displacement, % at 20 µM, or IC50 in µM where a hit was titrated; hit rate 0.02% among 290,000;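 active means displacement of at least 50% at 20 µM, with a fluorescence ratio check between 0.3 and a set limit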;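 further: plate controls were Siah plus tracer with DMSO for no effect and tracer alone without Siah for full effect; strong numbers were not always called active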
NOD1 inhibition: inhibition of NOD1-driven NF-kB reporter – cell-based, luminescence, uHTS, primary screen (AID 1578); hit rate 1% among 290,000; one-dose inhibition, % at 4 µM; EC50 in µM for titrated hits; NOD1-driven NF-kB luciferase reporter cells, luminescence; higher % means a stronger effect; in the data active means inhibition mostly above about 36%, no sharp cut-off; inactive means mostly below about 34%;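 further: HEK-293T reporter cells stimulated with the NOD1 agonist gamma-tri-DAP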
LYP inhibition: PTPN22 lymphoid phosphatase activity blockers – biochemical, fluorescence intensity, uHTS (AID 1779). recombinant LYP phosphatase, fluorescence intensity; higher % means a stronger effect. hit rate 0.054% among 290,000. inhibition, % at 11.5 µM; hits with a dose series show IC50 in µM;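 further: plate controls were vehicle with enzyme for no effect and no enzyme for full effect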
KOR beta-arrestin-1: kappa opioid receptor blockers – cell-based, luminescence, uHTS (AID 1778); KOR beta-arrestin recruitment, luminescence, antagonist mode; higher % means a stronger effect; inhibition, % at 10 µM; hits with a dose series show IC50 in µM; hit rate 0.091% among 290,000; further: strong numbers were not always called active
KOR beta-arrestin-2: kappa opioid receptor activators – cell-based, luminescence, uHTS, primary screen (AID 1777); KOR beta-arrestin recruitment, luminescence; higher % means a stronger effect; hit rate 0.02% among 280,000; activation, % at 10 µM, or EC50 in µM where a hit was titrated; in the data active means activation above about 50%, passing the limit was not always enough; further: a part of the inactive calls stands beside numbers as strong as those of hits
Myeloid diff MLP: promotes myeloid progenitor differentiation; ER-HoxA9 myeloid progenitors, lysozyme-GFP differentiation, flow cytometry; calls only at 10 µM; hit rate 1% among 360,000; AID 624256;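 active means normalized GFP-positive differentiation at or above the plate's own cutoff, the solvent-only control mean plus 3 SD; inconclusive means no clear call, values can overlap the other calls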;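 further: cells exposed to compound for four days before flow analysis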
HIV peptide binding: inhibitors of HIV fusion peptide binding, primary screen, biochemical, uHTS, fluorescence dequenching (AID 1986); cell-free peptide binding, fluorescence dequenching, 30 min; higher % means a stronger effect; one-dose inhibition, % at 20 µM; IC50 in µM for titrated hits; hit rate 0.3% among 290,000; in the data active means inhibition mostly above about 52%, no sharp cut-off; inactive means mostly below about 76%; further: some results filed as inactive read as strong as hits
Myeloid diff MLP GFP+ MAC1+ %: also measured in Myeloid diff MLP; calls as there; GFP+ MAC1+ double positive, %; measured here: differentiation confirmed by MAC1 staining
* marks the source's active call; other numbers are inactive results; i = inactive; ? = inconclusive; · = no result given; + = active, no number; [ ] = another dose, or the depositor's remark. Unless noted, no stated cut-off is given here; in the data, active means inhibition above about 50%; inactive means the rest.

SMILES	Salmonella PhoP GFP	HEK293 NOD2/NF-kB	SIAH1 antagonists	NOD1 inhibition	LYP inhibition	KOR beta-arrestin-1	KOR beta-arrestin-2	Myeloid diff MLP	Myeloid diff MLP GFP+ MAC1+ %	HIV peptide binding
OC(COC(c1ccc(F)cc1)c1ccc(F)cc1)CN1CCCC(C(F)(F)F)C1 (stereo not drawn)	1%	14%	4%	3%	-7%	30%	-3.8%	i	1.1	-0.9%
O=C(O)c1ccc(N/N=C/c2ccc3ncccc3c2)cc1	-9%	48%	2%	17%	0%	-14%	-3.7%	i	0.3	8.0%
COc1ccc(Cl)cc1NC(=O)C1Cc2ccccc2CN1S(C)(=O)=O (stereo not drawn)	6%	-7%	3%	-6%	-7%	-31%	-6.7%	i	4.4	0.5%
O=c1cc(CSc2ccccc2)[nH]c(=S)[nH]1	-9%	20%	2%	5%	-4%	-12%	-1.7%	i	0.8	-2.3%
Cc1cnc(SCc2ccc(Cl)cc2Cl)[nH]c1=O	-3%	-6%	1%	-15%	-5%	10%	1.0%	i	0.2	0.1%
CCOC(=O)N1CCN(CCC(=O)Nc2cc(C)ccc2OC)CC1	5%	14%	5%	-27%	-5%	-4%[20 µM]	·	i	0.2	-1.4%
CCC(C(=O)NCc1ccco1)n1nc(C)n2c(cc3occc32)c1=O (stereo not drawn)	-4%	-4%	-2%	-24%	-3%	-14%	8.6%	?	·	-0.6%
COC(=O)CSc1nc(C)c2ccc(OC)cc2n1	6%	3%	7%	-23%	-10%	-19%	1.7%	i	0.8	0.7%
O=C(O)/C=C/C(=O)Nc1ccc(SC(F)(F)F)cc1	2%	-13%	-2%	-25%	-5%	-20%	-0.6%	i	1.1	2.6%
CCOC(=O)c1ccc(NC2c3ncccc3C(=O)N2Cc2ccc(F)cc2)cc1 (stereo not drawn)	-3%	18%	6%	-26%	0%	-9%	-2.3%	i	0.9	30%
O=C(c1cc2cc(Br)ccc2o1)N1CCOCC1	-7%	-23%	5%	-26%	-7%	-22%	-1.4%	i	0.8	2.3%
FC(F)(F)C(Oc1nc(NC2CCCCC2)nc(N2CCOCC2)n1)C(F)(F)F	6%	9%	-2%	7%	-5%	11%	-3.3%	i	1.2	1.6%
COC(=O)c1cc(C#N)c(NCc2ccc(Cl)cc2Cl)nc1C	-5%	7%	4%	-19%	-6%	-14%	2.5%	i	0.2	2.2%
CCOC(=O)c1c(NC(C)=O)sc2c(OCC(O)CNC(C)(C)C)c(Br)ccc12 (stereo not drawn)	·	6%	0%	-27%	-1%	-86%[20 µM]	·	i	0.2	-1.0%
O=C(NCC1CCCCC1)C1CCC(=O)N(CCc2cccc(F)c2)C1 (stereo not drawn)	-3%	7%	-3%	-8%	-12%	-8%	-5.0%	i	1.5	-0.6%
O=[N+]([O-])c1cc(N=Nc2ccc3ccccc3c2)ccc1O	-1%	-29%	4%	-12%	-7%	-56%[20 µM]	-2.9%	i	0.3	4.4%
O=C(CSc1ccncc1)Nc1ccc2ccccc2c1	-7%	11%	0%	-30%	-1%	22%	-7.5%	i	0.1	-1.7%
O=C(Cn1cnc2cc([N+](=O)[O-])ccc2c1=O)NCCc1ccc(F)cc1	5%	15%	-5%	-34%	-5%	-3%	-0.3%	i	0.3	-0.8%
O=C(Nc1ccc(C(=O)NCc2ccc(F)cc2)cc1)C1=CSCCO1	-8%	-8%	1%	-28%	-14%	11%	-10%	i	0.5	4.9%
COc1cccc(Nc2ccccc2C(=O)O)c1	1%	-5%	1%	-38%	-4%	-2%[20 µM]	-3.9%	i	1.1	1.7%
Cn1nc(C(F)(F)F)c(-c2ccc(F)cc2)c1NC(=O)c1cccnc1	-3%	16%	3%	-4%	-4%	14%	-2.5%	i	0.4	-1.0%
CC(=O)Nc1ccc(S(=O)(=O)N(C)CC(=O)OCC(=O)N2CCc3ccccc32)cc1	-10%	7%	5%	-12%	-9%	-3%	-1.5%	i	1.2	-3.4%
COC(=O)NCC(c1cccnc1)N1CCN(c2ccccc2)CC1 (stereo not drawn)	-2%	11%	13%	-12%	-6%	-20%	-1.5%	i	2.0	3.3%
CCCC(O)(CCC)C(=O)NN(C(=O)CCl)c1cccc(C)c1	19%	-15%	-6%	75%*	-7%	3%	-2.0%	i	0.2	-0.3%
Cc1cccc(NC(=O)CCC(=O)N/N=C/c2ccco2)c1	1%	12%	14%	-13%	-1%	4%	4.3%	i	0.3	20%
Cc1nc(N2CCCCC2)sc1C=O	-4%	-2%	-2%	-34%	1%	6%	-2.6%	·	·	0.3%
N=C1C(c2nc3ccccc3s2)=C(O)CN1Cc1ccco1	-2%	-59%	-4%	-39%	2%	19%	-1.0%	+	33*	0.6%
C#CC(CC)(CC)NC(=O)Nc1ccccc1C(=O)OC	-7%	2%	12%	-25%	5%	-11%	4.4%	i	0.3	1.3%
Cc1ccc(/C=C2\SC(=S)N(CCCC(=O)Nc3cc(C)on3)C2=O)cc1	-6%	1%	-3%	34%	-8%	-12%	16%	i	1.2	-1.4%
COc1ccc(-c2noc(CCC(=O)NCCc3ccccc3)n2)cc1OC	19%	9%	-5%	-8%	-2%	-15%	-4.0%	i	0.5	-2.1%
Cc1cc(=O)cc(C)n1-c1ccccc1N1CCOCC1	0%	3%	6%	-16%	-1%	9%	-4.7%	i	0.6	-1.6%
Cc1cc(=O)oc2c(C)c(OC(C)C(=O)NCCCN3CCOCC3)ccc12 (stereo not drawn)	1%	16%	-3%	-4%	-13%	-37%	-3.3%	i	0.0	2.0%
CC1=C(CC(=O)c2ccccc2)C(=O)c2ccccc2C1=O	14%	27%	-2%	28%	-3%	-11%	1.1%	+	4.4*	-2.2%
CCC(C)(NC(=O)CNC(C)=O)C(=O)NC1CCCCC1 (stereo not drawn)	-10%	13%	4%	-19%	-8%	8%	1.1%	i	1.0	0.5%
COc1ccc(C(=O)NCCCc2nc3ccccc3n2Cc2ccccc2C)cc1OC	-5%	6%	-5%	-9%	-6%	-41%	4.2%	+	9.0*	1.0%
COc1ccccc1N1CCN(C(=O)CCCCn2c(=O)[nH]c3ccsc3c2=O)CC1	-11%	-17%	-2%	-27%	4%	25%	-12%	i	6.1	0.9%
COc1ccc(C(C)=O)cc1CN1C(=O)NC(CC(C)C)C1=O (stereo not drawn)	-15%	23%	-3%	-20%	-6%	5%	-4.0%	i	0.7	-0.5%
CN(Cc1ccccc1)C(=O)[C@H]1CCC(=O)N1Cc1ccco1	8%	-2%	-1%	-14%	0%	7%	-1.4%	i	0.3	1.1%
Cc1ccc2c(c1)N(CCCC(=O)NCCC1=CCCCC1)C(=O)CO2	9%	6%	-1%	-25%	-2%	1%	1.4%	i	6.0	0.4%
CS(=O)(=O)N1CCN(S(=O)(=O)c2ccccc2[N+](=O)[O-])CC1	-4%	-4%	1%	-23%	-10%	-9%[20 µM]	-3.6%	i	0.2	-0.8%
O=C(CC1C(=O)NCCN1Cc1ccccc1C(F)(F)F)NCCN1CCOCC1 (stereo not drawn)	-1%	2%	-2%	-10%	-13%	-12%	-1.8%	i	4.3	3.2%
CC(C)c1ccc2[nH]c3c(c2c1)CCCC3=O	5%	8%	4%	-41%	0%	-4%	-0.8%	i	0.2	-2.0%
CCOC(=O)C1C(c2ccc(OC)cc2)N(C)OC1(O)C(F)(F)F (stereo not drawn)	12%	15%	6%	-19%	-5%	15%	-7.2%	i	0.5	-2.1%
Oc1ccc(/C=N/N2CCOCC2)c(O)c1O	5%	13%	26%	-36%	1%	12%	-5.2%	i	0.2	32%
O=C1CCCN1CCC(=O)N1CCCC(CO)(Cc2ccccc2)C1 (stereo not drawn)	7%	-8%	0%	-26%	-12%	-24%	-0.3%	i	3.2	-0.5%
CC1=CC(C)[C@@H]2COC(c3ccc(O)cc3)[C@H]1C2C (stereo partly drawn)	-5%	-10%	1%	-11%	1%	-13%	1.2%	i	0.7	4.3%
N/C(=N\OC(=O)c1cccc2ccccc12)c1ccncc1	-15%	-29%	13%	5%	-2%	25%	4.8%	i	0.4	-0.6%
CCCC(=O)N(c1ccc(OC)cc1)C1C=CS(=O)(=O)C1 (stereo not drawn)	12%	-8%	-1%	-2%	-11%	-10%	0.5%	i	1.6	0.1%
CC(C)c1cc(C(=O)NCCc2ccccc2)no1	1%	-51%	3%	-25%	-14%	8%	-2.8%	i	0.2	1.7%
CCN1CCC(O)(C#Cc2ccccc2)CC1	3%	-3%	-2%	-14%	-6%	17%	0.7%	i	0.5	-1.8%
COc1ccc2nc(C)cc(SCC(=O)N/N=C/c3c(OC)ccc4ccccc34)c2c1	-12%	13%	11%	-26%	-14%	-1%	4.8%	i	0.4	-2.6%
CC(CN1C(C)CCCC1C)OC(=O)c1ccccc1Br (stereo not drawn)	3%	0%	2%	4%	-10%	-1%	4.3%	i	0.3	2.7%
COc1ccc(CC(C)N2CCN(Cc3ccccc3)CC2)cc1OC (stereo not drawn)	0%	-44%	-4%	-26%	-8%	13%[20 µM]	-2.9%	i	0.3	0.9%
CCOC(=O)c1cc2c(=O)n3ccccc3nc2n(CC2CCCO2)c1=NC(=O)/C=C/c1ccccc1 (stereo not drawn)	-1%	7%	3%	-18%	-4%	2%	-0.2%	i	0.5	3.2%
Cc1occc1-c1nnc(SCC(=O)c2ccc(Cl)cc2)n1CC1CCCO1 (stereo not drawn)	14%	13%	3%	0%	0%	-2%	4.1%	i	0.7	7.2%
COC(=O)COc1ccc(S(=O)(=O)Nc2ccc3c(c2)OCCO3)cc1Cl	-9%	-6%	0%	-22%	5%	-6%	7.3%	i	0.6	-1.9%
Cc1cccc(Cl)c1OCCN1CCCC1	-3%	-5%	-1%	-35%	-4%	6%	-0.6%	·	·	-1.0%
Cc1nnc(SCc2cccc(CSc3nnc(C)s3)c2)s1	-2%	-19%	-1%	-45%	-2%	27%	0.1%	i	0.8	3.9%
COc1cccc(C(=O)CC(=O)C(=O)Nc2ccc(C)cc2Cl)c1	4%	24%	1%	-6%	0%	-24%	-0.1%	i	0.2	19%

Bioassay records from PubChem.

The list is partial (hit frequency here may not be typical).
